# hgDAF-12 ag = activates the H. glycines DAF-12 receptor ligand-binding domain. AID 687014. activation, % at 6.8 µM. 370,000 compounds, 1.8% hits. HEK293 GAL4-hgDAF12 UAS-luciferase reporter, agonist luminescence; normalized to butyrate control;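 active means activation above a cutoff set at the mean of all screened compounds plus 3 SD, cut at about 10% in these data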;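 further: 0% = DMSO wells and 100% = sodium butyrate wells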
# DAX1 inh-1 = DAX1 (NR0B1) inhibition, primary screen; AID 652010; inhibition, % at 6.8 µM; 370,000 compounds, 1.1% hits; HEK293T StAR-luciferase reporter, SF-1/DAX-1 repression relief;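 active means inhibition above the mean over all tested compounds plus 3 SD, cut at about 3.6% in these data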;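 further: 0% = DAX-1 cells with DMSO and 100% = cells lacking DAX-1 with DMSO; higher inhibition means more luminescence from relief of DAX-1 repression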
# DAX1 inh-2 = inhibitors of human orphan nuclear receptor DAX1 (NR0B1); HEK293 Gal4-DAX1 luciferase reporter, luminescence; inhibition, % at 6.75 µM; 340,000 compounds, 0.99% hits; AID 504766;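 active means inhibition above the mean over all tested compounds plus 3 SD, cut at about 4.2% in these data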;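 further: 0% = DAX1-transfected cells with DMSO and 100% = empty-vector control cells with DMSO; inhibition shows as a rise in luminescence from relieved DAX1 repression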
# Target sequence (P51843 207-470 limits assumed): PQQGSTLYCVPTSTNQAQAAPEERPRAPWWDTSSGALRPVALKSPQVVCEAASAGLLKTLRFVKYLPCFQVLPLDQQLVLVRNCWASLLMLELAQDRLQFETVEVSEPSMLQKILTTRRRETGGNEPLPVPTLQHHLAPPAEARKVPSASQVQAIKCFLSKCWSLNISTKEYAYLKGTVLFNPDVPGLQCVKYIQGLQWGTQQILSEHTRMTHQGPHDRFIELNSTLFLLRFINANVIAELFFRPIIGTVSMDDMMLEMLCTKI
# NR1D1 modulator = modulators of human Rev-erb alpha DNA binding; 370,000 compounds, 0.79% hits; activity, % at 10 µM; AID 1259318; Rev-erbα–FITC-DNA binding, fluorescence polarization, 90 min;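 active means activity above about 14%, limit read from the data; passing the limit was not always enough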;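 further: 0% = DMSO wells with 35 nM protein and 100% = DMSO wells with 750 nM protein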
# Target sequence (P20393 whole entry, looked up): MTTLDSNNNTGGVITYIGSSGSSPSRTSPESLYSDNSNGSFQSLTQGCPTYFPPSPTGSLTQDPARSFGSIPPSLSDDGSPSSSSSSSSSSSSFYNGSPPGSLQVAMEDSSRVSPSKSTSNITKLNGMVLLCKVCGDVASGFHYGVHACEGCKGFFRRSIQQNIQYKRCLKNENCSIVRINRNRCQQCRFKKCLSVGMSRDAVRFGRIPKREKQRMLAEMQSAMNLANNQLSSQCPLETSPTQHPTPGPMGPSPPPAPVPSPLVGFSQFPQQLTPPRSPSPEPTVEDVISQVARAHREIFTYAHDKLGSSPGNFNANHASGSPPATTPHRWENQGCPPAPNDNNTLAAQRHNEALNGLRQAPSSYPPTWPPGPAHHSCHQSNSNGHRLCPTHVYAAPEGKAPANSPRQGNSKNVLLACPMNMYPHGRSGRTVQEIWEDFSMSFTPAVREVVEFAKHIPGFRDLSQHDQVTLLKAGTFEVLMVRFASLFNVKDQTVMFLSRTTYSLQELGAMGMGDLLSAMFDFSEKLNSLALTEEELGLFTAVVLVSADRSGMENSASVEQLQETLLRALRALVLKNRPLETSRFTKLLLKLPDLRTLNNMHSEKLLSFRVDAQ
# MBD2 DNA inh = blocks human MBD2 binding to methylated DNA. 370,000 compounds, 0.31% hits. AID 686964. TR-FRET, MBD2 binding to methylated oligonucleotide. inhibition, % at 4.4 µM; in the data active means inhibition above about 13%
# SMARCA2 activ = increases SMARCA2 function in MMTV reporter cells; MG213 cells, MMTV-luciferase reporter, dexamethasone, overnight; activation, % at 9.1 µM; 370,000 compounds, 1% hits; in the data active means activation above about 7.8%;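 further: 0% = vehicle wells and 100% = reference activator wells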
# ssDAF-12 act = S. stercoralis DAF-12 activation, primary screen. HEK293 ssDAF-12/GRIP1 lit1-tk-luc reporter, luminescence; % of 3 µM dafachronic acid response. activation, % at 6.8 µM. 370,000 compounds, 1% hits. AID 652126;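 active means activation above the mean over all tested compounds plus 3 SD, cut at about 0.9% in these data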;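 further: 0% = DMSO-only wells and 100% = 3 µM delta7-dafachronic acid wells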
# ADAM17 inh = inhibits human ADAM17 | P78536 | inhibition, % at 6.95 µM | recombinant ADAM17, EDANS/DABCYL FRET peptide cleavage | 370,000 compounds, 0.83% hits;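 active means inhibition above the mean of compounds lying between control limits plus 3 SD, set per campaign, cut at about 8.5% in these data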;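 further: 0% = DMSO-only wells as the low control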
# hcDAF12 agonist = H. contortus DAF-12 activation, primary screen; HEK293 hcDAF-12 lit1-tk-luc reporter, luminescence; 0% DMSO, 100% Δ7-dafachronic acid; activation, % at 6.8 µM; 370,000 compounds, 1.4% hits; AID 652067;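 active means activation above the mean of all tested compounds plus 3 SD, cut at about 5.5% in these data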;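 further: 100% = response to 3 µM Δ7-dafachronic acid high control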
# PLCb3 inh = blocks human PLC-beta3 enzyme activity | Q01970 | Purified PLC-beta3, fluorogenic substrate, fluorescence | inhibition, % at 12.2 µM | 370,000 compounds, 0.18% hits | AID 720704; in the data active means inhibition above about 11%;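 further: 0% = median of compound wells on plate and 100% = full blocker control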
# PLC-gamma1 inh = PLC-gamma1 (human) inhibition, primary screen | purified PLC-gamma1, fluorogenic substrate, fluorescence | inhibition, % at 12.2 µM | 370,000 compounds, 0.84% hits | AID 720700; in the data active means inhibition above about 9.5%
# The depositor's hits bear a star; / = no result given.
item	Structure	hgDAF-12 ag	DAX1 inh-1	DAX1 inh-2	NR1D1 modulator	MBD2 DNA inh	SMARCA2 activ
1	CN1CCCN(S(=O)(=O)c2ccc3c(c2)OCCO3)CC1	-1.5	0.2	0.8	4	-3	-3
2	COc1ccccc1Oc1coc2cc(OC(=O)N3CCOCC3)ccc2c1=O	0.3	-0.7	0.1	-1	-1	-1
3	C=CCOC(=O)C1=C[C@@H](c2csc3ccccc23)C[C@@H](OCc2ccc(CO)cc2)O1	0.9	-0.5	-0.7	1	0	0
4	COc1ccc(/C=N/NC(=O)Cc2csc(Nc3cccc(C(F)(F)F)c3)n2)cc1C	-0.8	-1.1	0.2	2	-3	-4
5	COC(=O)c1c(-c2ccc(OC)cc2)c2c(c3c4cc(OC)ccc4n(S(=O)(=O)c4ccc(C)cc4)c13)C(=O)N(C)C2	2.6	-0.8	/	8	-1	-3
6	O=C(NC1(C(F)(F)F)N=C2SCCN2C1=O)c1ccccc1 (stereo not drawn)	-1.3	-1.0	0.1	2	-2	5
7	CC(=O)Nc1ccc(S[C@@H](CCN2CC[C@H](O)CCC2=O)c2ccccc2)cc1	-0.8	-0.7	0.5	-4	-1	3
8	Cc1cccc(C)c1OCC(O)CN(Cc1ccccc1O)C1CCCCC1 (stereo not drawn)	-2.4	-0.8	0.0	1	-4	0
9	Cc1cc(C)nc(NS(=O)(=O)c2ccc(N/C=C\C(=O)c3cccs3)cc2)n1	4.9	1.1	0.4	-2	3	3
10	O=C1CS/C(=N/N=C/c2cccs2)N1Cc1ccc(F)cc1	-0.7	-0.3	/	0	0	-7
11	COc1cc(OC)cc(-c2c(C#Cc3ccsc3)c3cc(-c4ccc5cc[nH]c5c4)ccc3n2C)c1	-0.8	-0.5	0.1	3	3	1
12	CCCn1c(SCC(=O)NC2CCCCC2)nnc1-c1ccccn1	-3.5	-0.3	-1.4	0	2	3
13	O=c1ccc2ccccc2n1Cc1cccc(F)c1	-1.7	-0.1	-0.8	2	5	-3
14	COC(=O)CCSCC(=O)Nc1nnc(C)s1	4.8	0.1	-0.5	-6	-4	1
15	CC1CCCCN1S(=O)(=O)c1ccc(C(=O)Nc2nnc(-c3ccco3)o2)cc1 (stereo not drawn)	-1.4	-2.6	2.1	-6	-1	-3

item	ssDAF-12 act	ADAM17 inh	hcDAF12 agonist	PLCb3 inh	PLC-gamma1 inh
1	-0.5	0	1.3	4	-1
2	-1.7	-3	-1.4	-3	1
3	-1.3	4	-1.2	-9	-2
4	-1.4	13*	-2.3	1	4
5	-0.7	-3	2.4	-95	-68
6	-0.9	0	-1.1	3	6
7	-0.8	0	-1.0	5	2
8	-0.8	4	0.4	-3	5
9	1.1*	-5	2.1	-47	-37
10	-1.5	2	-0.3	0	4
11	-0.1	-32	1.7	-152	-104
12	-1.9	-1	-0.1	-5	-1
13	-0.7	-5	-2.1	-4	3
14	-0.1	-1	1.7	3	0
15	-1.0	6	0.0	-10	-1

# The list goes on:
item	Structure	hgDAF-12 ag	DAX1 inh-1	DAX1 inh-2	NR1D1 modulator	MBD2 DNA inh	SMARCA2 activ
16	CC(CCc1ccccc1)NC(=O)C(=O)NCc1ccccc1 (stereo not drawn)	-0.3	0.9	0.4	-3	-7	1
17	COc1ccc(OC)c(S(=O)(=O)N(C)CC(=O)N2CCN(c3cccc(Cl)c3)CC2)c1	-2.2	0.1	-0.1	-1	3	0
18	O=C(Nc1ccc(N2CCN(C(=O)c3ccc(Cl)cc3)CC2)cc1)c1cccnc1	-1.0	-0.8	-0.9	0	-3	-5
19	C=CCOC(=O)C1=C[C@H](c2coc3ccccc3c2=O)C[C@H](OCc2ccc(CO)cc2)O1	-0.8	-0.3	-0.5	5	-5	-2
20	Cc1nc(Cl)sc1C(=O)Nc1cccc(Cl)c1C	-1.1	-0.3	-0.4	0	-1	2
21	CC(=O)O[C@H]1C[C@@]2(O)[C@@H](OC(=O)c3ccccc3)C3[C@@](C)([C@@H](O)C[C@H]4OC[C@@]34OC(C)=O)[C@@H](O)[C@H](OC(C)=O)C(=C1C)C2(C)C (stereo partly drawn)	-2.1	0.0	2.3	1	1	2
22	O=C(NNC(=O)c1cnccc1C(F)(F)F)c1cccc(Cl)c1	0.7	0.4	1.0	3	-3	-3
23	CCC(CO)Oc1cc(NC(=O)c2ccc(F)cc2)c2ncn(C(C)C)c2c1 (stereo not drawn)	2.1	-0.7	0.4	-3	4	-1
24	Cc1occc1C(=O)N1CCC2(CCCN(Cc3ccc(F)c(F)c3)C2)C1 (stereo not drawn)	-0.4	-3.7	0.1	1	-6	0
25	CCOCCCNC(=O)C1CCCN1S(=O)(=O)c1ccc(Cl)cc1 (stereo not drawn)	-1.0	-0.2	1.2	2	2	-1
26	CC(=O)c1ccc2c(c1)OCCOCCOc1ccc(C(C)=O)cc1OCCOCCO2	-1.4	-0.1	1.2	-3	1	-1
27	CN(c1ccccc1)c1ccc(/C=C(\CCC(=O)O)c2nc3ccccc3s2)cc1[N+](=O)[O-]	-2.2	-0.5	0.9	-2	1	-4
28	CCN(CC)C(=O)CSc1nnc(-c2ccc(C(C)(C)C)cc2)n1-c1ccc(Cl)cc1	1.5	-0.8	/	-4	0	-5
29	COc1ccc(C(=O)Nc2ccc(NC(=O)c3cccc(F)c3)cn2)cc1	-2.7	-0.5	0.9	1	-3	-1
30	COC(=O)[C@]12C[C@H](CC(=O)NCC3CCCCC3)C(=O)N(Cc3ccc(Cl)cc3Cl)C1=C[C@H](C1CCCC1)O[C@@H]2C	2.0	-0.1	/	-3	-4	-3

item	ssDAF-12 act	ADAM17 inh	hcDAF12 agonist	PLCb3 inh	PLC-gamma1 inh
16	-1.2	3	-0.4	2	0
17	-2.0	-2	-0.1	-1	-3
18	-1.7	0	-2.6	2	2
19	-1.4	-4	-1.6	-1	-1
20	-1.7	-1	0.7	2	-1
21	-1.3	0	-2.0	4	1
22	-1.3	-1	-1.8	-3	2
23	-0.9	-6	-1.4	-1	1
24	-1.4	-5	-1.0	-5	-3
25	-0.5	-3	0.7	2	2
26	-0.9	-3	0.6	-2	1
27	-1.7	9.8*	0.1	-12	-3
28	-2.1	7	-2.5	1	1
29	-1.0	-2	-0.2	-4	-2
30	-0.8	-2	-2.6	2	2

# The listing continues:
item	Structure	hgDAF-12 ag	DAX1 inh-1	DAX1 inh-2	NR1D1 modulator	MBD2 DNA inh	SMARCA2 activ
31	CSc1ccc(S(=O)(=O)NCc2ccc(Cl)cc2)cc1	-0.6	-0.3	0.3	-2	2	4
32	COc1ccc(C(=O)[C@H]2[C@H]3C(=O)N(c4ccc(C)cc4)C(=O)[C@H]3C3C=CC=NN32)cc1 (stereo partly drawn)	-1.7	0.5	/	-3	-2	-1
33	Cc1ccc(OC(C)C(=O)N(Cc2cccs2)C2CCS(=O)(=O)C2)cc1C (stereo not drawn)	-1.0	0.1	-0.5	6	-2	-7
34	NNc1nc2ccccc2nc1C(F)(F)F	2.4	0.6	0.1	6	-5	-1
35	O=C1NCC(=O)N(Cc2ccccc2)/C1=C/c1ccccc1	-1.1	-0.2	4.0	-6	1	0
36	O=C(CSc1nc2ccccc2o1)N1c2ccccc2Sc2ccc(C(F)(F)F)cc21	-1.7	-0.4	0.1	5	-7	-6
37	CN1CCN(c2ncnc3sc(-c4ccccc4)cc23)CC1	-1.8	-0.3	-0.8	-2	-7	0
38	O=C(Cc1ccc(Cl)c(Cl)c1)OCC(=O)c1ccc[nH]1	-1.7	-0.8	0.7	0	-1	2
39	COc1ccc(CNC(=O)C[C@@H]2C=C[C@@H](NS(=O)(=O)c3cccc(OC)c3)[C@@H](CO)O2)cc1	1.8	0.0	/	-1	-1	2
40	NC(=O)c1ccc(NC(=O)CCCN2C(=O)c3ccccc3C2=O)cc1	2.1	0.0	2.7	-2	-1	0
41	CN(C)C(=O)C1CCC(=O)N1Cc1cccs1 (stereo not drawn)	-1.5	-0.3	1.1	-5	4	-3
42	Cc1ccc(CCNC(=O)CN(C)S(=O)(=O)c2ccc3c(c2)n(C)c(=O)c(=O)n3C)cc1	0.9	-0.4	2.3	-4	4	0
43	COc1cc(CNCc2ccccn2)ccc1OCC(=O)NC1CCCCC1	-0.4	0.2	0.5	-5	2	0
44	CC#CC[N+](C)(CC#CC)CC(=O)c1ccccc1	-2.6	0.8	0.6	5	-2	-3
45	CCCCn1c(SCc2ccc(Cl)cc2)nc2c1c(=O)[nH]c(=O)n2C	-2.7	-1.1	0.6	-6	-5	1

item	ssDAF-12 act	ADAM17 inh	hcDAF12 agonist	PLCb3 inh	PLC-gamma1 inh
31	-1.5	6	-1.4	3	2
32	-1.5	-1	1.1	-4	0
33	-1.1	4	-1.2	-2	9.8*
34	-1.1	-34	0.2	-44	-38
35	-0.8	-1	-2.2	1	-2
36	-1.6	-1	-2.1	-2	0
37	-2.1	-6	-1.7	-1	-4
38	-1.5	3	1.0	-60	-54
39	-0.9	-1	0.3	-1	0
40	-0.7	-4	0.7	1	-1
41	-1.1	-3	-0.1	1	-2
42	-1.3	-6	1.6	-36	4
43	-1.2	-2	-1.5	1	0
44	-1.8	1	-1.9	-6	0
45	-1.5	-1	-1.5	1	3

# Continued; it opens with the 4 that closed the last part.
item	Structure	hgDAF-12 ag	DAX1 inh-1	DAX1 inh-2	NR1D1 modulator	MBD2 DNA inh	SMARCA2 activ
42	Cc1ccc(CCNC(=O)CN(C)S(=O)(=O)c2ccc3c(c2)n(C)c(=O)c(=O)n3C)cc1	0.9	-0.4	2.3	-4	4	0
43	COc1cc(CNCc2ccccn2)ccc1OCC(=O)NC1CCCCC1	-0.4	0.2	0.5	-5	2	0
44	CC#CC[N+](C)(CC#CC)CC(=O)c1ccccc1	-2.6	0.8	0.6	5	-2	-3
45	CCCCn1c(SCc2ccc(Cl)cc2)nc2c1c(=O)[nH]c(=O)n2C	-2.7	-1.1	0.6	-6	-5	1
46	Cc1nn(CC(=O)NCCCc2ccccc2)c(C)c1[N+](=O)[O-]	-0.5	0.5	-0.4	-7	-7	1
47	COc1ccc(N2CCN(C(c3cc(OC)ccc3OC)c3nnnn3CC3CCCO3)CC2)cc1 (stereo not drawn)	-2.1	0.0	-1.0	-2	4	-3
48	Cn1cnc2c(=O)sc3ccccc3c21	3.1	0.1	-1.4	-3	3	-4
49	Cc1ccc(C(=O)NNCC(=O)Nc2ccc(Cl)cc2F)cc1	1.6	-0.8	1.5	18*	-1	-1
50	O=C(NCC1CC1)C1Cc2c(-c3ccc(Cl)cc3)ccnc2O1 (stereo not drawn)	3.6	-0.8	/	7	1	-6
51	CCc1cc(-c2n[nH]c(=S)n2CC(C)C)cs1	0.8	-0.2	-0.8	1	5	1

item	ssDAF-12 act	ADAM17 inh	hcDAF12 agonist	PLCb3 inh	PLC-gamma1 inh
42	-1.3	-6	1.6	-36	4
43	-1.2	-2	-1.5	1	0
44	-1.8	1	-1.9	-6	0
45	-1.5	-1	-1.5	1	3
46	-1.9	-3	-1.8	-2	1
47	-1.3	-1	-0.3	-2	1
48	-1.6	-3	1.4	-3	0
49	-0.9	-1	-1.7	0	0
50	-1.3	-3	-1.1	-3	-3
51	-0.7	3	-2.8	-2	-3

# Compound activity from PubChem BioAssay.
